SSB-PriA inh: inhibitors of Klebsiella pneumoniae PriA binding to SSB C-terminal tail. actives 0.6% (n = 430,000). AlphaScreen SSBct-PriA binding, biotinylated peptide. inhibition, % at 33 µM; in the data active = inhibition mostly above about 37%, no sharp cut-off; inactive = mostly below about 20%;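 note: plate controls were negative control peptide for no effect and reference peptide for full effect; strong numbers were not always called active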
Rv3671c inh: inhibits the M. tuberculosis serine protease Rv3671c. P9WHR9. inhibition, % at 5.96 µM. actives 0.048% (n = 320,000); in the data active = inhibition above about 38%;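 note: extracellular domain of Rv3671c used as enzyme; 0% = enzyme with DMSO and 100% = no enzyme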
Y pestis TopoI: blocks Yersinia pestis topoisomerase I activity; activity, % at 10 µM; actives 0.064% (n = 360,000); Y. pestis Topo-I cleavage product accumulation, plate reader; AID 504884; in the data active = activity above about 50%, passing the limit was not always enough; note: inactives centre near 2
TcdB GH inh: blocks C. difficile toxin B glycohydrolase activity; P18177; TcdB glycohydrolase enzymatic assay, plate reader; inhibition, % at 9.99 µM; actives 0.24% (n = 350,000); AID 652162; in the data active = inhibition above about 10%
PfHsp40 rescue: rescue of PfHsp40-mediated yeast toxicity; S. cerevisiae expressing PfHsp40, growth rescue, ATP luminescence; growth rescue, % at 12.5 µM; actives 0.68% (n = 340,000); AID 504582; in the data active = growth rescue above about 28%, passing the limit was not always enough;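 note: yeast W303a lacking pdr1 and pdr3 grown in galactose medium; growth measured after three days at 30 °C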
VHR inh abs: inhibitors of human VHR1 phosphatase (DUSP3); P51452; recombinant VHR phosphatase, pNPP absorbance; inhibition, % at 13.3 µM; actives 0.52% (n = 290,000); AID 1654; in the data active = inhibition above about 50%; note: some compounds called inactive have numbers as strong as hits
3CLpro inhibitor: SARS-CoV 3CLpro protease inhibition. recombinant SARS-CoV 3CLpro, quenched FRET peptide cleavage. AID 1706. actives 0.14% (n = 290,000). inhibition, % at 6 µM. P0C6X7; in the data active = inhibition above about 12%
Anthrax LF prot: blocks Bacillus anthracis lethal factor protease | P15917 | multiplex microsphere protease cleavage assay, LF | inhibition, % at 10 µM | actives 0.12% (n = 360,000) | AID 588501; in the data active = inhibition above about 30%; note: plate controls were buffer without enzyme for full effect and enzyme alone for no effect
BH1578 lux ind: induces V. cholerae light production without autoinducers; AID 588436; activation, % at 18.7 µM; actives 0.16% (n = 350,000); V. cholerae BH1578 lux reporter, luminescence, 6 h; in the data active = activation mostly above about 9.7%, no sharp cut-off; note: not every result past the cut was called active; inactives centre near 0; reference of the scale not given here
MazF activator: increases E. coli MazEF RNase cleavage of RNA. actives 0.32% (n = 350,000). FAM/BHQ RNA-DNA oligo cleavage fluorescence, 5 h. activation, % at 20 µM. P0AE70; in the data active = activation above about 50%
* hit, by the source's call; i = inactive; x = no result given; & = joins results of further samples. The list is partial, so the mix of outcomes need not match the whole.

SMILES	SSB-PriA inh	Rv3671c inh	Y pestis TopoI	TcdB GH inh	PfHsp40 rescue	VHR inh abs	3CLpro inhibitor	Anthrax LF prot	BH1578 lux ind	MazF activator
O=C(CCCc1nc2ccccc2s1)Nc1nccs1	-8.0	-7.7	-0.3	x	-1.4	25.0	-1.5	7.5	i	3.4
CCOC(=O)c1nnn(CC(=O)N2N=C(c3ccc(Cl)cc3)CC2c2ccc(OC)cc2)c1C(=O)OCC (centres undefined)	-3.8	3.3	23.3	x	1.8	-1.0	-2.9	-4.6	i	-11.7
c1ccc2c(NC3CCCC3)nnc(NC3CCCC3)c2c1	-2.2	-1.3	6.2	x	0.0	-8.6	-6.3	2.0	i	7.8
O=C(O)c1ccc(-c2nc(-c3ccccc3Cl)cs2)cc1	-17.4	-8.1	-3.5	-0.6	-0.8	-1.5	2.9	-0.2	-0.2	-8.7
COc1ccc(N2CCOCC2)c(NC(=O)c2ccc3c(c2)OCO3)c1	-9.3	5.6	6.8	0.1	0.0	3.0	-0.6	7.0	-0.2	4.4
Cn1c(N)c(C(=O)COC(=O)c2ccc(F)cc2Cl)c(=O)n(C)c1=O	-5.2	-5.6	-6.1	1.3	0.3	x	x	-7.3	-2.6	-3.8
O=C(COc1ccc(Cl)cc1)N1CCCCCCC1	-6.9	6.4	2.8	-0.6	-0.4	49.1	2.7	-1.9	i	9.2
COc1ccccc1-c1cnn2c(NCCc3ccccc3)cc(C)nc12	-30.0	8.2	-3.2	1.2	0.8	13.9	-5.2	3.6	0.8	-5.6
CC(=O)N1Cc2[nH]c3ccccc3c2CC1C(=O)O (centres undefined)	-14.6	x	7.0	-0.7	-0.7	-2.9	-1.6	-13.9	1.5	8.8
CC(=Nc1ccccc1N)c1c(O)n(C)c(=O)[nH]c1=O	3.3	-7.4	2.8	0.1	-0.8	12.1	7.4	-6.4	-0.8	5.6
O=C(Nc1cccc(N=Cc2cc(Br)cc(Br)c2O)c1)c1ccco1	-2.5	-5.4	-12.4	x	-1.0	-1.7	-4.6	1.6	-0.2	-10.3
CCOC(=O)c1ccc(NC(=O)C2(c3ccc(OC)cc3)CCOCC2)cc1	-12.5	0.8	10.3	x	2.6	21.4	-6.3	-3.4	i	60.5*
O=C(CN1CCN(S(=O)(=O)c2ccccc2)CC1)N1CCc2ccccc21	2.2	-2.0	2.4	-0.1	0.2	x	x	-4.1	i	-1.7
CCC1(c2ccc(F)cc2)NC(=O)N(CC(=O)N2CCN(S(=O)(=O)c3ccc(C)cc3)CC2)C1=O (centres undefined)	-2.5	-6.0	9.6	1.8	0.3	x	x	2.2	-1.0	2.1
CS(=O)(=O)N(CC(=O)NCc1ccccc1Cl)Cc1ccccc1	-5.9	-4.3	13.0	x	1.3	20.4	0.7	0.1	i	6.0
COc1ccc(CCN2CCCC(CN(C)C(=O)c3ccoc3C)C2)cc1 (centres undefined)	-6.2	1.9	5.2	3.3	-0.2	-4.4	1.9	-1.9	-0.5	-3.3
Cc1ccc(C(=O)c2cc(Br)ccc2N)cc1	6.1	-17.0	8.1	2.6	5.4	33.5	0.5	-0.8	-0.3	3.9
CCNC(=O)NC(=O)c1csc([N+](=O)[O-])c1	-4.2	0.9	-3.6	1.2	21.9	16.3	5.0	5.0	-0.5	2.2
C=CCOc1ccc2ccccc2c1CNCCCN1CCOCC1	-5.8	8.2	1.5	x	-1.7	27.2	1.1	-0.8	19.6	18.5
CC(=O)N1N=C(c2cccc(NS(=O)(=O)c3ccc(C)cc3)c2)CC1c1ccco1 (centres undefined)	-8.0	-16.2	29.2	-0.1	1.3	2.8	9.2	-2.7	i	3.3
CCN(c1ccccc1)S(=O)(=O)c1cccc(C(=O)N2CCN(S(=O)(=O)c3ccccc3)CC2)c1	-5.5	3.8	14.4	-0.7	0.0	17.9	-0.7	1.6	i	6.3
CC1(C(=O)N2CCC(CC3CC(c4cccc(Br)c4)=NO3)(C(=O)NCC3CCCCC3)CC2)CC1 (centres undefined)	-2.6	-7.1	7.4	-0.8	2.5	5.0	9.0	-2.2	11.1	-6.0
O=C(NCc1cccnc1)c1cc(C2CCCN(C(=O)C3CCCCC3)C2)on1 (centres undefined)	x	x	1.5	1.9	x	x	x	6.3	-0.7	x
Nc1ccccc1C(O)(Cc1ccccc1)c1ccccc1 (centres undefined)	-1.9	-5.6	8.9	1.0	-1.7	-2.2	-0.3	-2.3	-1.2	-5.6
O=C(Cn1c(NCCO)nc2ccccc21)NCCc1ccccc1	-5.6	4.6	-1.3	x	-0.1	2.9	4.3	-7.1	i	-1.0
O=C(COc1ccc(C(=O)Nc2ccc(Cl)cc2)cc1)NCc1ccccc1	-6.8	-8.9	20.6	0.3	-0.8	-4.7	-1.8	4.8	-0.2	-25.1
CC(=O)CSc1nc2ccc(Nc3nc(N4CCOCC4)nc(N4CCOCC4)n3)cc2s1	-5.3	-5.8	2.9	x	0.9	-3.9	-5.5	0.2	i	-15.8
CC(=O)NC(Cc1ccccc1C)C(=O)NC1CCN(C(=O)NCc2ccccc2)CC1 (centres undefined)	1.5	x	-5.3	-0.3	-0.2	16.0	-7.2	-3.5	-0.2	-7.2
CCOC(=O)CCN	10.7	14.5	-0.2	2.6	-1.4	x	x	2.3	i	3.1
CCCc1cc(=O)oc2c(C)c(OCC(=O)N3CCC(C(N)=O)CC3)ccc12	-5.5	1.3	-0.7	x	0.0	-14.6	-3.0	3.0	-0.4	8.1
O=C(NCCn1ccc2ccccc21)c1cccc([N+](=O)[O-])c1	1.9	-8.8	0.7	-2.2	-0.3	1.7	3.4	-3.5	-0.3	2.9
CCCCN1C(=O)C(C2c3ccccc3C(=O)N2Cc2ccccc2)C(=O)NC1=S (centres undefined)	-2.2	-19.9	-3.4	x	0.7	11.3	3.1	-1.2	i	5.2
C=C[C@@H]1c2ccccc2N(S(=O)(=O)c2ccc(C)cc2)[C@H](c2ccc(OC(C)=O)cc2)C1(C#N)C#N	-8.1	-71.7	7.9	0.6	-0.5	x	x	-6.1	2.7	2.9
COc1cc(CNc2ccc3c(c2)CCC3)cc(OC)c1O	5.3	0.5	17.4	x	0.2	-7.9	1.1	-1.1	-0.2	4.5
COc1cccc(Nc2nc(-c3cccnc3)cs2)c1	10.9	0.5	2.9	1.6	-1.1	0.3	0.5	5.7	0.0	-2.7
O=C(CN1C2CCC1CC(O)(c1cccnc1)C2)Nc1ccc2c(c1)OCO2 (centres undefined)	3.5	-1.2	-0.8	x	-0.1	6.0	5.6	-3.0	i	4.4
Cc1ccc(S(=O)(=O)N2CCCCC2)cc1NC(=O)COC(=O)Cc1cccc2ccccc12	10.7	-36.6	13.6	x	0.3	-3.9	4.1	2.6	-0.2	4.6
O=C(COC(=O)c1ccc2c(c1)OCCO2)Nc1ccccc1C(F)(F)F	x	x	-2.5	0.3	x	x	x	-2.5	-0.5	3.2
COc1cc(NC(=O)c2ccc(-c3cccc(F)c3)o2)ccc1NC(=O)c1ccccc1Cl	9.6	-63.2	-2.9	-1.2	0.1	x	x	-3.5	-0.9	-3.5
COc1cccc(CN2CC(C(=O)NCc3ccc(C)o3)CCC2=O)c1 (centres undefined)	-5.6	x	3.1	0.2	1.5	12.9	0.3	3.9	i	2.5
CCc1ccc(N2C(=O)C(Cl)=C(N3CCOCC3)C2=O)cc1	-11.3	-19.6	-1.8	-0.2	-0.3	7.4	-0.4	0.3	i	-3.2
Cn1cccc1C(=O)C(=O)Nc1cc(Cl)cc(Cl)c1	-3.0	-19.9	1.1	x	-1.2	0.0	-1.5	-0.6	i	-3.1
O=C(Nc1cccc(C(F)(F)F)c1)c1csc([C@@H]2O[C@H](CO)[C@@H](O)[C@H]2O)n1	x	x	-0.3	1.0	x	x	x	0.9	-0.7	x
O=C(CSc1nc2[nH]ncc2c(=O)[nH]1)Nc1cc(C(F)(F)F)ccc1Cl	-2.0&5.0	x	0.7	0.3	x	x	x	-5.6	-0.3	0.5
COc1cccc(-c2nnn(CC(=O)N(CC(C)C)C3CCS(=O)(=O)C3)n2)c1 (centres undefined)	-10.5	-1.3	-5.5	1.8	1.1	x	x	0.2	i	1.2
COc1ccc2nc(NC(=O)CSc3nc(C)cc(=O)[nH]3)sc2c1	5.7	-3.8	-2.0	x	-0.1	31.3	0.4	-3.8	-1.6	-9.1
CC(=O)Nc1ccc(S(=O)(=O)NCC2CCC(C(=O)NCCCN3CCCC3=O)CC2)cc1 (centres undefined)	-13.3	2.9	-5.1	x	-0.8	-1.3	1.6	-4.7	-1.0	0.5
Cc1cc(C)cc(OCC(=O)NNC(=O)c2cc3ccccc3o2)c1	-0.5	12.5	1.0	2.2	0.9	-13.8	2.6	-0.8	-0.8	-1.9
Fc1ccc(-n2cc(-c3ccccc3)c3c(N4CCOCC4)ncnc32)cc1	16.6	-2.9	-2.5	2.2	5.5	23.4	0.3	-0.6	-0.5	0.7
CCCCNC(=O)C1CCCN1S(=O)(=O)c1cccc2nsnc12 (centres undefined)	-5.5	4.1	-1.9	1.6	-1.2	-11.0	-3.1	-5.0	-0.8	8.9

Following part
SMILES	SSB-PriA inh	Rv3671c inh	Y pestis TopoI	TcdB GH inh	PfHsp40 rescue	VHR inh abs	3CLpro inhibitor	Anthrax LF prot	BH1578 lux ind	MazF activator
COCc1cc(C)nc(N2CCNCC2)c1C#N	-10.3	7.2	-7.0	x	-1.3	19.0	-0.4	-2.6	x	1.5
Cc1ccc(NC(=O)CNC(=O)Cc2cccc3ccccc23)nc1	6.8	-3.1	5.6	-0.6	0.4	41.3	3.6	-3.7	-0.5	-1.2
CC(C)(C)c1cc(C(=O)NNS(=O)(=O)c2ccccc2)n[nH]1	1.5	-5.2	0.1	-0.5	0.1	5.4	-1.1	-5.9	-0.3	-7.0
O=C(NCCc1ccncc1)Nc1ccc(Cl)cc1	-13.8	2.7	2.4	x	-1.7	-1.0	0.7	-3.2	2.9	5.2
COc1ccc(C(=O)C2CCCN(Cc3nc4ccccc4nc3C)C2)cc1OC (centres undefined)	-1.1	3.9	-5.0	1.0	-0.1	24.8	5.6	1.0	i	-3.0

By substructure, those above with a Cl atom (eleven)
SMILES	SSB-PriA inh	Rv3671c inh	Y pestis TopoI	TcdB GH inh	PfHsp40 rescue	VHR inh abs	3CLpro inhibitor	Anthrax LF prot	BH1578 lux ind	MazF activator
CCOC(=O)c1nnn(CC(=O)N2N=C(c3ccc(Cl)cc3)CC2c2ccc(OC)cc2)c1C(=O)OCC (centres undefined)	-3.8	3.3	23.3	x	1.8	-1.0	-2.9	-4.6	i	-11.7
O=C(O)c1ccc(-c2nc(-c3ccccc3Cl)cs2)cc1	-17.4	-8.1	-3.5	-0.6	-0.8	-1.5	2.9	-0.2	-0.2	-8.7
Cn1c(N)c(C(=O)COC(=O)c2ccc(F)cc2Cl)c(=O)n(C)c1=O	-5.2	-5.6	-6.1	1.3	0.3	x	x	-7.3	-2.6	-3.8
O=C(COc1ccc(Cl)cc1)N1CCCCCCC1	-6.9	6.4	2.8	-0.6	-0.4	49.1	2.7	-1.9	i	9.2
CS(=O)(=O)N(CC(=O)NCc1ccccc1Cl)Cc1ccccc1	-5.9	-4.3	13.0	x	1.3	20.4	0.7	0.1	i	6.0
O=C(COc1ccc(C(=O)Nc2ccc(Cl)cc2)cc1)NCc1ccccc1	-6.8	-8.9	20.6	0.3	-0.8	-4.7	-1.8	4.8	-0.2	-25.1
COc1cc(NC(=O)c2ccc(-c3cccc(F)c3)o2)ccc1NC(=O)c1ccccc1Cl	9.6	-63.2	-2.9	-1.2	0.1	x	x	-3.5	-0.9	-3.5
CCc1ccc(N2C(=O)C(Cl)=C(N3CCOCC3)C2=O)cc1	-11.3	-19.6	-1.8	-0.2	-0.3	7.4	-0.4	0.3	i	-3.2
Cn1cccc1C(=O)C(=O)Nc1cc(Cl)cc(Cl)c1	-3.0	-19.9	1.1	x	-1.2	0.0	-1.5	-0.6	i	-3.1
O=C(CSc1nc2[nH]ncc2c(=O)[nH]1)Nc1cc(C(F)(F)F)ccc1Cl	-2.0&5.0	x	0.7	0.3	x	x	x	-5.6	-0.3	0.5
O=C(NCCc1ccncc1)Nc1ccc(Cl)cc1	-13.8	2.7	2.4	x	-1.7	-1.0	0.7	-3.2	2.9	5.2
